# Compound activity (PubChem)
# TAG inh – inhibitors of triacylglycerol accumulation | hit rate 0.66% among 230,000 | H9c2 cells, Nile Red lipid (TAG) fluorescence; cells loaded with 200 µM oleic acid | inhibition, % at 12.5 µM;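 active = pattern-corrected inhibition of lipid staining of at least 50% with the nuclear-stain viability signal not falling by more than 50%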;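 also: 0% = DMSO wells and 100% = triacsin C control wells; some results filed as inactive read as strong as hits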
# TAG inh DAPI viability – second read-out of TAG inh, no call of its own (marks repeat the call); DAPI nuclei signal change (viability), lower = more cytotoxic, %;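 whole-well DAPI fluorescence read on a plate reader as a viability signal; minus 50 percent equals half of cells still viable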
# An asterisk follows results filed as active. A portion of the library; the hit share may differ from the screen's.
# Start of the listing, in advance (7 entries):
SMILES,TAG inh,TAG inh DAPI viability
COc1ccc(NC(=O)N2CCN(c3nc4ccccc4n3C(C)C)CC2)cc1,6,-9
Cc1ccc(C)c(CC(=O)N2CCCCC2c2cc(C(=O)Nc3ccc(F)c(Cl)c3)no2)c1 (stereo not given),12,0
CC(C)CNC(=S)N1CCC(C(=O)c2ccc3c(c2)OCCO3)CC1,2,5
Cc1ccc(NC(=S)N2CCCC(CO)C2)c(C)c1 (stereo not given),-8,6
CN(CC(=O)NNC(=O)CNC(=O)c1ccccc1Cl)S(=O)(=O)c1ccc(Cl)cc1,-2,0
CS(=O)(=O)N(CC(=O)Nc1ccccc1C(=O)N1CCOCC1)c1ccc(F)c(Cl)c1,4,5
CCOC(=O)c1cnc(SC)nc1NCCOC,5,-11

# Main list, repeating the preview:
SMILES,TAG inh,TAG inh DAPI viability
COc1ccc(NC(=O)N2CCN(c3nc4ccccc4n3C(C)C)CC2)cc1,6,-9
Cc1ccc(C)c(CC(=O)N2CCCCC2c2cc(C(=O)Nc3ccc(F)c(Cl)c3)no2)c1 (stereo not given),12,0
CC(C)CNC(=S)N1CCC(C(=O)c2ccc3c(c2)OCCO3)CC1,2,5
Cc1ccc(NC(=S)N2CCCC(CO)C2)c(C)c1 (stereo not given),-8,6
CN(CC(=O)NNC(=O)CNC(=O)c1ccccc1Cl)S(=O)(=O)c1ccc(Cl)cc1,-2,0
CS(=O)(=O)N(CC(=O)Nc1ccccc1C(=O)N1CCOCC1)c1ccc(F)c(Cl)c1,4,5
CCOC(=O)c1cnc(SC)nc1NCCOC,5,-11
COc1ccc(CC(=O)OCC(=O)N2CCCc3ccccc32)cc1OC,-9,-5
COc1ccc(C2=CSC3=NCCN23)cc1Br,9,-11
CCCC1C2C(=O)N(c3ccccc3)C(=O)C2ON1c1ccccc1 (stereo not given),-1,8
CCCC(C)C1c2c(c(C)c(C)oc2=O)Oc2c(C)c(C)oc(=O)c21 (stereo not given),-3,-5
COc1ccc(S(=O)(=O)N2CCOC23CCN(S(=O)(=O)c2ccc(Cl)cc2)CC3)cc1,6,-8
Cc1n[nH]c2ccc([N+](=O)[O-])cc2c1=O,7,-7
Cc1ccc(NC2SC(=O)N(Cc3cccc(C(=O)O)c3)C2=O)cc1 (stereo not given),-9,-10
CCOc1cc(C(=O)Nc2ncccn2)cc(OCC)c1OCC,-5,2
CC1CN(Cc2nc3c(c(=O)n(C)c(=O)n3C)n2Cc2cccc(Cl)c2)CC(C)O1 (stereo not given),-2,12
COc1ccc(-n2nc(C(=O)NCC(=O)NCc3ccco3)c3ccccc3c2=O)cc1Cl,6,-5
Cc1cc(C(=O)NNC(=O)C(CCC(N)=O)NS(=O)(=O)c2ccc(Cl)cc2)c(C)o1 (stereo not given),-4,11
COc1ccc(CC(=O)N(C)Cc2ccc(Cl)cc2)cc1S(=O)(=O)N1CCOCC1,5,-4
COC(=O)c1ccccc1NC(=O)c1cnn2c(C)cc(C)nc12,7,-2
Cc1nc(-c2ccc(C(F)(F)F)cc2)sc1C(=O)NN,11,-5
Cc1cc(NC(=O)CN2C(=O)N(C)C3(CCCCC3)C2=O)ccc1Br,-20,8
COc1cc(/C=C/C(=O)c2ccc(O)cc2)ccc1OCC#N,-26,4
CCCNC(=O)C(Cc1ccccc1F)NC(=O)c1ccc(C#N)cc1 (stereo not given),-13,-4
CC1CC(C)CN(C(=O)CCCn2c(=S)[nH]c3ccccc3c2=O)C1 (stereo not given),3,10
CC[C@]12c3[nH]c4cc(CCC(=O)N(C)C)ccc4c3CCN1C(=O)[C@@H](CC(=O)NCCC1=CCCCC1)C[C@@H]2C(=O)N1CCN(C(=O)c2ccco2)CC1,7,-16
CCn1nccc1NC(=O)c1csc([C@H]2C[C@H](O)[C@@H](CO)O2)n1,-6,4
Cc1ccc(-c2cc(C(=O)NCCCn3ccnc3)c3cc(Br)ccc3n2)o1,7,7
Cn1c(NC(=O)CC2CCCCC2)cc(=O)n(C)c1=O,17,-12
CC1(C)Cn2c(nc(=O)c3c2NCN(CCc2ccccc2)C3)S1,-2,-5
CCNc1c([N+](=O)[O-])c(=O)n(CC)c2ccccc12,7,-2
COc1ccc(-c2oc(=O)c3cc(OC)c(OC)cc3c2C(F)(F)F)cc1,-10,3
CN(Cc1ccccc1)C(=O)c1ccc(NC2=NC3CS(=O)(=O)CC3S2)cc1 (stereo not given),6,5
O=C(CSc1ncccn1)Nc1cccc(S(=O)(=O)N2CCOCC2)c1,3,2
CCOc1ccc(CCNC(=O)CSc2n[nH]c(N)n2)cc1OCC,12,-1
CCOC(=O)N1CCC(N2CCN(S(=O)(=O)c3ccc(C)cc3)CC2)CC1,-31,12
COC(=O)CCSCC(=O)Nc1ccc(C)c(S(=O)(=O)N2CCCCC2)c1,-6,0
Cc1cccc(C)c1NC(=O)CSC(=S)N1CCCC1,-11,19
Cc1nc2cnccc2n1C,-10,8
CN(C)c1ccc(N=Nc2nc3ccccc3n2C)cc1,33,-23
CN(C)CCCNC(=O)c1ccc(-c2cc3nc(NCc4cccnc4)n(C)c(=O)c3s2)cc1,8,8
Cc1sc(NC(=O)C2C3CCC(O3)C2C(=O)O)nc1-c1ccc(CC(C)C)cc1 (stereo not given),-2,-4
Cc1ccc(C(=O)N2CCC(C(=O)c3ccc(F)cc3)CC2)cc1,-14,-1
CC(=O)c1ccc(CCCc2ccc(C(C)=O)cc2)cc1,-10,6
COc1cccc(NC(=O)Nc2nnc(N3CCCCC3C)s2)c1 (stereo not given),7,0
CCCCCc1nnc(NC(=O)C2=COCCO2)s1,6,3
O=C(O)CSc1cc(NS(=O)(=O)c2cccc([N+](=O)[O-])c2)c2ccccc2c1O,18,-13
CCN(C[C@H]1N[C@@](Cc2ccccc2)(C(=O)OC)[C@H]2C(=O)N(Cc3ccccc3)C(=O)[C@@H]12)S(=O)(=O)c1ccc(C(C)(C)C)cc1,43,-2
CCOC(=O)c1cnc(-n2nc(C)cc2C)nc1Nc1cccc(C(C)=O)c1,0,9
CC1CCc2c(nc3nc[nH]n3c2=O)C1 (stereo not given),-12,0
CC(=O)C1=C(C)OC(N)=C(C#N)C1c1ccco1 (stereo not given),-23,3
CCOC(=O)N1CCC(=NNc2ccc(S(N)(=O)=O)cc2[N+](=O)[O-])CC1,7,-1
Cc1oc(-c2ccc(Cl)cc2)cc1C(=O)N1CCC1(C)C(=O)O (stereo not given),-2,-4
CS(=O)(=O)c1ccc(-c2nnc(NC(=O)c3ccco3)o2)cc1,12,-1
CC(=O)Nc1ccccc1-c1nnc(SCc2ccccc2Cl)[nH]c1=O,4,9
O=C(c1ccc(Br)cc1)c1cc([N+](=O)[O-])ccc1N1CCOCC1,30,-30
CN(C(=O)CN1C(=O)NC2(CCc3ccccc32)C1=O)C1CCS(=O)(=O)C1 (stereo not given),1,3
O=S(=O)(Nc1ccc(N2CCOCC2)cc1)c1cccs1,-9,-1
O=C(Nc1cc(Cl)ccc1Cl)C1CC(=O)N(c2ccc(Br)cc2)C1 (stereo not given),13,2
CCN1N=C(c2ccccc2)Cn2c1nc1ccccc12,-12,17

# In the list so far, 5 contain a nitro group on carbon.
SMILES,TAG inh,TAG inh DAPI viability
Cc1n[nH]c2ccc([N+](=O)[O-])cc2c1=O,7,-7
CCNc1c([N+](=O)[O-])c(=O)n(CC)c2ccccc12,7,-2
O=C(O)CSc1cc(NS(=O)(=O)c2cccc([N+](=O)[O-])c2)c2ccccc2c1O,18,-13
CCOC(=O)N1CCC(=NNc2ccc(S(N)(=O)=O)cc2[N+](=O)[O-])CC1,7,-1
O=C(c1ccc(Br)cc1)c1cc([N+](=O)[O-])ccc1N1CCOCC1,30,-30

# Next structures follow.
SMILES,TAG inh,TAG inh DAPI viability
N#CC(c1ccc(Cl)cc1)c1ncc(C(F)(F)F)cc1Cl (stereo not given),-41,-8
C=CCC1(/C=N/O)CCOC(C)(C)C1 (stereo not given),4,3
COc1cc(C(C(=O)NC2CCCC2)N(C(=O)Cc2cccs2)C2CC2)cc(OC)c1OC (stereo not given),9,-12
CCn1nc(C)cc1C(=O)N1CCCC(C(=O)c2cccc(OC)c2)C1 (stereo not given),-17,11
NC(=O)c1ccsc1NC(=O)COC(=O)c1ccc(Cl)cc1,0,4
C#CCN(C[C@H]1[C@H](OC(=O)Nc2cccs2)[C@H](OC(=O)Nc2cccs2)C[C@H]2C(=O)N(c3ccccc3)C(=O)[C@@H]12)S(=O)(=O)c1ccc(C)cc1,-6,6
Cc1cc(C(F)(F)F)n2ncc(-c3cccc(Br)c3)c2n1,7,4
CN(CC(=O)Nc1ccc(F)cc1)C(=O)c1cc2c(s1)CCCCC2,17,0
COc1cc(/C=N\NC(=O)c2ccc(=O)[nH]n2)cc(OC)c1OC,-1,-5
COc1cc(CCCN2C(=S)NC[C@H]2Cc2ccc(O)cc2)cc(OC)c1OC,-27,8
CCCCCC(=O)N1C[C@@H](n2cc(COC(=O)c3ccccc3)nn2)[C@H](O)C[C@@H]1c1ccccc1,4,-5
Cc1ccc(NC(=O)Cn2c(=O)n(CCCCC(=O)NCc3ccco3)c(=O)c3ccccc32)cc1,1,-8
N#Cc1ccccc1NCc1ccccc1,5,-1
Cc1ccc(-n2ncc3c2CCCC3NC(=O)CCCN2CCCC2=O)cc1C (stereo not given),-1,-5
CCOC(=O)c1cnc(-n2nc(C)cc2C)nc1Oc1ccc(C(=O)OC)cc1,-3,7
O=C(CCCc1ccccc1)Nc1ccnn1C1CCN(Cc2ccccc2F)CC1,-9,3
CCOC(=O)C1=NNC(C(=O)c2ccccc2)C1c1ccc(C)cc1 (stereo not given),-4,-1
Cc1nn(C)cc1C(=O)NNC(=S)Nc1ccc(Cl)cc1,-16,-2
CCC(C)NC(=O)CSc1nnc(-c2ccoc2C)n1CC1CCCO1 (stereo not given),2,-2
CN(C(=O)CSc1ccncc1)C1CCCN(Cc2ccccc2F)C1 (stereo not given),1,3
COc1ccc(CCNC(=O)COC(=O)CSc2ccc(C(N)=O)cc2[N+](=O)[O-])cc1OC,-5,2
CCCS(=O)(=O)c1nc(C)cc(C)c1S(C)(=O)=O,-4,-10
COc1cc(Cl)ccc1OCc1cc(C(=O)N(C)Cc2cn(C)nc2C)no1,0,6
CC(C)c1ccccc1OCC(=O)Nc1ccc2[nH]ncc2c1,-16,-3
FC(F)(F)c1ccc(Nc2nnnc3ccccc23)cc1,-5,8
CNc1nc2ccccc2n(C)c1=O,-7,-7
O=C(OCC(=O)N1CCOCC1)c1cc2ccccc2oc1=O,1,-4
COc1cccc(-c2cnc(C(O)c3cccc(CN4CCCCC4)c3)[nH]2)c1 (stereo not given),12,1
COc1ccc(F)cc1CN1CCN(C(=O)c2ccc(S(=O)(=O)N3CCCCCC3)cc2)CC1,-10,1
COc1cccc(CN2CCN(C(=O)c3ccc(-c4ccccc4)cc3)CC2)c1OC,5,-3
CCOC(=O)c1ccc(NC(=O)C(CC)CC)cc1,16,17
O=C(NN1C(=O)NC2(CCCCC2)C1=O)c1cc2cc(Cl)ccc2o1,-17,2
CCOC(=O)C1(Cc2ccccc2)CCCN(C2CCN(C(C)=O)CC2)C1 (stereo not given),-2,-2
CCC(C)[C@H](NC(=O)Nc1ccc(C)cc1C)C(=O)O (stereo not given in full),-1,-5
CCOC(=O)c1nnc(-c2ccccc2)nc1N1CC(C)OC(C)C1 (stereo not given),6,-2
CC(=O)CCc1oc2c([N+](=O)[O-])cccc2c1-c1ccc(C)o1,9,-2
CCc1nc(SCC(=O)NNC(=O)C(C)C)c2ccccc2n1,19,-37
O=C(CSc1ncnc2c1cnn2-c1ccc(F)cc1)NC1CCCC1,-14,3
Cc1ccc(-n2c(SCC(=O)NCC3CCCO3)nc3ccccc3c2=O)cc1 (stereo not given),1,-3
O=C(C(=O)N1CCN(c2cccc(Cl)c2)CC1)N1CCCCC1,0,0
O=C(O)C1CSC2(c3ccc(Br)cc3)CCC(=O)N12 (stereo not given),4,2
O=C(COC(=O)Cc1ccc(F)cc1)NCCc1ccccc1,3,-5
CN1CCN/C1=C(/C(Cl)=C(Cl)Cl)[N+](=O)[O-],6,4
Cc1cc(Cl)ccc1OC(C)C(=O)OCC(=O)Nc1ccc2[nH]c(=O)[nH]c2c1 (stereo not given),-16,-5
CCCCCn1c(=O)[nH]c2cc(C(=O)O)ccc2c1=O,-24,-2
O=C(COC(=O)C1COc2ccccc2O1)c1ccc(F)cc1 (stereo not given),-23,5
Cc1ccc(C)c(NC(=O)CN2C(=O)NC(C)(c3ccc4c(c3)OCCO4)C2=O)c1 (stereo not given),24,-4
COc1cc(C)ccc1OCC(=O)Nc1nnc(C2CC2)s1,-10,4
O=C(C=Cc1ccccc1)NCCNC(=O)C=Cc1ccccc1,19,-5
O=C(NNC(=S)NCc1ccc(Cl)cc1)c1cccnc1,17,-2
COc1ccc(C(=O)Nc2ccc(N3CCCCCC3)cc2)cc1S(=O)(=O)N1CCOCC1,8,3
CCCCN(C)C(=O)c1sc(=O)n(CC(=O)c2ccccc2OC)c1C,10,-10
COc1ccccc1-c1oc2ccccc2c1C#CC1(O)CCCCC1,-45,19
CCCOc1ccccc1Cn1c(=O)oc2ccc(C)cc21,-28,10
CCN(c1ccccc1)S(=O)(=O)c1ccc(OC)c(NC(=O)Cn2cnc3c2c(=O)n(C)c(=O)n3C)c1,12,-4
CC1N(C)c2cc(NC(=O)c3cccs3)c(P(=O)(Nc3ccc([N+](=O)[O-])cc3)N3CCOCC3)cc2C1(C)C (stereo not given),25,-9
C(=N\Nc1ccc2nncn2n1)/c1ccco1,13,-2
O=C(Nc1ccc2c(c1)OCO2)c1cc(C2CCCCN2C(=O)c2ccc(Cl)cc2)on1 (stereo not given),25,-16
Cc1ccc(Nc2c(O)nc[nH]c2=O)cc1C,-7,15
Oc1c(Br)cc(CNC2CCCCC2)cc1Br,0,10
COc1ccc(-n2cc(C#N)c(=O)[nH]c2=O)cc1,7,4
O=C(CSc1nc(O)c(C2CCCCC2)c(=O)[nH]1)Nc1ccc(Cl)cc1,5,-1
